MEP2-GFP yeast = alters MEP2-GFP fluorescence in TOR pathway yeast screen; AID 2016; GFP response vs DMSO, % at 10 µM; S. cerevisiae MEP2-GFP strain, flow cytometry GFP, 3 h; 100% = DMSO control level; hit rate 0.51% among 330,000;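 active = GFP response versus DMSO above a set limit, roughly screen mean plus 3 SD, cut at about 180% in these data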;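 also: median GFP fluorescence of the barcode-gated MEP2-GFP cells per well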
LAP4-GFP MLPCN = modulators of TOR pathway LAP4-GFP in S. cerevisiae. S. cerevisiae LAP4-GFP multiplex, flow cytometry GFP, 3 h; median GFP as percent of DMSO wells. AID 2023. GFP response vs DMSO, % at 10 µM. hit rate 0.34% among 320,000;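 active = GFP response vs DMSO above a set limit, about the screen mean plus 3 SD, cut at about 150% in these data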
AGP1 TOR yeast = yeast TOR pathway AGP1-GFP modulation | S. cerevisiae AGP1-GFP multiplex flow cytometry, 3 h; GFP as percent of DMSO wells | GFP response vs DMSO, % at 10 µM | hit rate 0.02% among 320,000;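 active = GFP response relative to DMSO above a set limit, near screen average plus 3 SD, cut at about 150% in these data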;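 also: median GFP channel fluorescence of the gated AGP1 strain per well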
RPL19A-GFP yeast = yeast TOR pathway RPL19A-GFP modulation. S. cerevisiae RPL19A-GFP strain, flow cytometry, 3 h; hits give low values. percent response vs DMSO, % at 10 µM. hit rate 0.3% among 330,000;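 active = percent response vs DMSO below 50%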;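 also: median channel GFP fluorescence of the barcoded RPL19A-GFP strain; ratio of sample median GFP to plate DMSO average so 100% = DMSO; lower means less RPL19A-GFP as with rapamycin TOR inhibition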
AHR activator = human AHR activation; P35869; AHR-responsive luciferase reporter cells, luminescence; activation, % at 5 µM; hit rate 2.5% among 320,000; AID 2796; in the data active = activation above about 47%;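 also: 0% = vehicle wells and 100% = reference agonist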
procasp7 counter = counter-screen: procaspase-7 (human) activation; P55210; recombinant procaspase-7, Ac-DEVD-pNA absorbance 405 nm; D23A/D198A/D206A triple mutant, cannot self-cleave; scale: DMSO 0, 5 µM enzyme 100; activation, % at 8.5 µM; hit rate 0.093% among 330,000;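 active = percent activation above the screen-wide mean plus 3 SD, cut at about 25% in these data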
Target sequence (P55210 whole entry D23A/D198A/D206A): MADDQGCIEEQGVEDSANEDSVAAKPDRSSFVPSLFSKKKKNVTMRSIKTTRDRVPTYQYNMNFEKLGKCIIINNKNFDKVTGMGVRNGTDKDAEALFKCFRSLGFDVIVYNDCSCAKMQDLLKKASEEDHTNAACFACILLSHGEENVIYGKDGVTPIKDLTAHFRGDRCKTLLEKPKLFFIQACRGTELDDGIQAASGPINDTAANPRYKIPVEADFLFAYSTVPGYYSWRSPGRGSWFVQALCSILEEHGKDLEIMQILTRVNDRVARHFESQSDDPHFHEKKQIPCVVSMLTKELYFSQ
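Material: Procaspase-7 triple mutant (PC-7 D3A) | Quantity: 2 µM procaspase-7 mutant as dispensed | Reagent: DEVD-pNA substrate | Times: 1 h preincubation, 2 h reaction | Technique: 405 nm absorbance of p-nitroaniline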
CIT2 TOR yeast = alters CIT2-GFP fluorescence in TOR pathway yeast screen; hit rate 0.065% among 320,000; AID 2029; S. cerevisiae CIT2-GFP strain, flow cytometry, 3 h; 100 means same as DMSO wells; GFP response vs DMSO, % at 10 µM;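 active = GFP response relative to DMSO above a set limit, near the screen mean plus 3 SD, cut at about 150% in these data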;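 also: ratio of well median GFP fluorescence to mean of DMSO wells on the plate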
procasp3 activ = activators of human procaspase-3 | activation, % at 8.5 µM | hit rate 0.11% among 330,000 | P42574 | recombinant procaspase-3 D3A, Ac-DEVD-pNA absorbance 405 nm;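 active = activation above the mean of all tested compounds plus 3 SD, cut at about 21% in these data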;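 also: 0% = DMSO alone and 100% = DMSO wells spiked with extra 5 µM PC-3 D3A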
Target sequence (P42574 whole entry D9A/D28A/D175A): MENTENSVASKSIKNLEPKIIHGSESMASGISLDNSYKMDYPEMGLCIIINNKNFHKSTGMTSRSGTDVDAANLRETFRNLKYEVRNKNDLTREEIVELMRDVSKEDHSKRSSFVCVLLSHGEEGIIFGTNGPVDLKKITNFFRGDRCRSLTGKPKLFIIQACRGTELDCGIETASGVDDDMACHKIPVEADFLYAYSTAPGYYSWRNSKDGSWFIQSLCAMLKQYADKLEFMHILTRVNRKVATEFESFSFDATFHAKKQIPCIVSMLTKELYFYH
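Assay system: Autoprocessing-dead procaspase-3 D3A mutant enzyme; also added: Ac-DEVD-pNA; doses: one concentration, 8.5 µM nominal, 0.8% DMSO; times: 1 h compound preincubation, 2 h substrate hydrolysis at 25 °C; technique: 405 nm absorbance of p-nitroaniline, reads at 0 and 120 min; measure: % activation between DMSO and enzyme-spiked controls; repeats: single replicate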
The depositor's hits bear a star; x = not tested or not shown.

Short keys: A = MEP2-GFP yeast; B = LAP4-GFP MLPCN; C = AGP1 TOR yeast; D = RPL19A-GFP yeast; E = AHR activator; F = procasp7 counter; G = CIT2 TOR yeast; H = procasp3 activ
Cn1c(=O)c2sc3c(c2n(CC(=O)Nc2ccccc2)c1=O)COC(C)(C)C3
  A: 102; B: 96; C: 97; D: 100; E: 3; F: 2; G: 101; H: 5
COc1ccc(C2CCCN2C(=S)Nc2ccc(C)c(C)c2)cc1OC (stereo unspecified)
  A: 125; B: 109; C: 99; D: 98; E: 0; F: 2; G: 126; H: 2
O=C(Nc1ccccc1N1CCCCC1)C1CCN(C(=O)c2ccc(Cl)cc2)CC1
  A: 89; B: 93; C: 90; D: 87; E: 1; F: -2; G: 81; H: -7
Cc1ccc2c(CN(C)Cc3ccc(Cl)cc3Cl)cc(=O)oc2c1
  A: 97; B: 132; C: 106; D: 90; E: 4; F: 4; G: 86; H: 6
c1cnc(-c2noc(CN3CCN(C4CCCC4)CC3)n2)cn1
  A: 96; B: 104; C: 104; D: 99; E: -2; F: 1; G: 93; H: -10
O=C(O)C1CCCN1C(=O)Nc1ccc(Cl)cc1 (stereo unspecified)
  A: 86; B: 94; C: 99; D: 100; E: -1; F: 9; G: 89; H: 1
Cc1nn(-c2ccc(F)cc2)c(C)c1NS(=O)(=O)c1ccc2ccccc2c1
  A: 98; B: 100; C: 90; D: 95; E: 0; F: -2; G: 94; H: -7
COc1ccc(OC)c(NC(=O)C2CC(/C=C/c3ccccc3)=NO2)c1 (stereo unspecified)
  A: 94; B: x; C: 90; D: 93; E: 3; F: 0; G: 83; H: 1
CC(C)(C)[C@H]1COC(=O)[C@H](NC(=O)OCC2c3ccccc3-c3ccccc32)C/C=C\C[C@@H](CC(=O)N(CCO)Cc2ccccc2)C(=O)N1
  A: 86; B: 88; C: 87; D: 93; E: 0; F: -3; G: 97; H: 10
O=c1c2ccccc2nnn1CSc1nnc(-c2cccnc2)n1-c1ccccc1F
  A: 98; B: 103; C: 96; D: 95; E: -2; F: 5; G: 98; H: -6
CCC(=O)Nc1c2c(nn1-c1ccc(C)cc1)CS(=O)(=O)C2
  A: 106; B: 105; C: 100; D: 98; E: -1; F: -3; G: 102; H: -2
O=c1c2cnn(-c3ccccc3)c2ncn1Cc1cccc(Cl)c1
  A: 104; B: 99; C: 102; D: 100; E: -1; F: -3; G: 101; H: 16
COc1ccc(CCNC(=O)CSc2nnc(CNC(=O)c3c(F)cccc3Cl)o2)cc1OC
  A: 98; B: 94; C: 104; D: 103; E: 0; F: 0; G: 100; H: 3
NS(=O)(=O)c1ccc(NC(=S)NC(=O)C2CCCCC2)cc1
  A: 88; B: 105; C: 94; D: 91; E: 0; F: -2; G: 92; H: 0
O=C1CC(N2CCCCC2)C(=O)N1c1ccccc1 (stereo unspecified)
  A: 102; B: 90; C: 96; D: 99; E: 0; F: -30; G: 100; H: -27
CCCc1ccc(OCCNC(C)=O)cc1
  A: 102; B: 99; C: 98; D: 96; E: 0; F: 6; G: 100; H: 7
Cc1cc(NS(=O)(=O)c2ccc3c(c2)OCCO3)no1
  A: 105; B: x; C: x; D: 105; E: 0; F: 2; G: x; H: -2
O=C1Nc2ccccc2/C1=C\C(=O)c1ccccc1
  A: 91; B: 226*; C: 85; D: 80; E: 8; F: -5; G: 80; H: -15
CCOC(=O)C1=C(C)C2C3C(=O)N(c4ccccc4C)C(=O)C3C1(C)C1C(=O)N(c3ccccc3C)C(=O)C21 (stereo unspecified)
  A: 100; B: 94; C: 106; D: 106; E: 2; F: 7; G: 104; H: 0
CC(=O)Nc1ccc(S(=O)(=O)NCC2CCC(C(=O)NCCc3ccccc3)CC2)cc1 (stereo unspecified)
  A: 100; B: 99; C: 102; D: 104; E: 0; F: -9; G: 106; H: 1
COc1ccccc1NC(=O)c1ccccc1NC(=O)c1cc(Cl)ccc1NC(=O)c1ccco1
  A: 94; B: 94; C: 86; D: 89; E: 41; F: 1; G: 84; H: -1
COc1cc(OC)cc(-c2nc(-c3cccs3)no2)c1
  A: 96; B: 111; C: 103; D: 102; E: 38; F: 12; G: 93; H: 7
Cc1nc2ccccc2n1CC(O)Cn1c(C(F)(F)F)nc2ccccc21 (stereo unspecified)
  A: 101; B: 98; C: 108; D: 102; E: -3; F: 2; G: 104; H: 7
CCN(C(=O)COC(=O)CSc1ccc(C(N)=O)cc1[N+](=O)[O-])C1CCCCC1
  A: 97; B: 95; C: 98; D: 97; E: -1; F: -12; G: 99; H: -1
COc1cc(-c2noc(CCCC(=O)NCc3ccco3)n2)cc(OC)c1OC
  A: 112; B: 102; C: 102; D: 95; E: 0; F: 2; G: 99; H: -7
O=c1cc(CSc2nnc3ccccn23)c2c(ccc3ccccc32)o1
  A: 101; B: 93; C: 92; D: 93; E: 84*; F: 3; G: 91; H: -2
CC(=O)Nc1ccc(NC(=O)C(C)OC(=O)[C@@H]2CCCN2C(=O)c2cccs2)cc1 (stereo partly specified)
  A: 98; B: 93; C: 96; D: 99; E: 0; F: -8; G: 111; H: -4
Cc1cc(/C=C(\C#N)C(=O)O)c(C)n1-c1ccc(Br)cc1
  A: 110; B: 102; C: 77; D: 95; E: 1; F: 4; G: 110; H: -4
Cc1ccc(S(=O)(=O)CCC(=O)N(CCCN2CCOCC2)c2nc3ccccc3s2)cc1
  A: 88; B: 78; C: 87; D: 85; E: 2; F: 2; G: 91; H: 3
Cc1ccccc1OCCC(=O)OCC(=O)NC(=O)c1ccccc1
  A: 96; B: 108; C: 97; D: 94; E: 0; F: -10; G: 89; H: 4
Cc1cc(OC(C)C(=O)N(Cc2ccco2)C2CCS(=O)(=O)C2)cc(C)c1Cl (stereo unspecified)
  A: 97; B: 104; C: 96; D: 94; E: 0; F: 7; G: 94; H: 4
CC(=O)c1ccc(NC(=O)CSc2ccc3nnc(-c4cccnc4)n3n2)cc1
  A: 98; B: 98; C: 99; D: 101; E: 3; F: 5; G: 94; H: 0
Cc1ccc(S(=O)(=O)N2[C@@H](c3ccc(Cl)cc3)C(C(=O)O)=CC[C@H]2c2ccc(Cl)c(Cl)c2)cc1
  A: 90; B: 126; C: 80; D: 99; E: 5; F: 0; G: 80; H: 1
COc1ccc2cc(C(=O)C3CCCN(C(=O)c4cnccn4)C3)ccc2c1 (stereo unspecified)
  A: 103; B: 95; C: 105; D: 100; E: 30; F: -3; G: 81; H: 10
CC1(C)C[C@H](O)[C@@]23C[C@@H](OC2=O)[C@]2(C)C(=CCC4[C@@]5(C)CC[C@H](O)C(C)(C)C5CC[C@]42C)[C@@H]3C1 (stereo partly specified)
  A: 100; B: 99; C: 95; D: 92; E: 0; F: -6; G: 80; H: 9
CS(=O)(=O)NCCSCc1c(Cl)cccc1Cl
  A: 101; B: 103; C: 101; D: 100; E: -4; F: -4; G: 98; H: -9
CNC(=O)c1cccc(NC(=O)CCCNC(=O)c2ccc(Cl)cc2)c1
  A: 101; B: 86; C: 97; D: 97; E: 4; F: 3; G: 85; H: 5
O=C1CN(C(=O)/C=C/c2ccccc2F)c2ccccc2N1
  A: 91; B: 94; C: 89; D: 97; E: 17; F: -4; G: 79; H: 3
O=C(CCN1CCc2ccccc2C1)c1ccc2c(c1)OCCO2
  A: 98; B: 99; C: 93; D: 93; E: -4; F: -17; G: 88; H: -17
O=C(NCc1ccccc1)/C(=N\O)c1ccccc1
  A: 97; B: 105; C: 106; D: 101; E: 1; F: 2; G: 100; H: 10
C=CCNc1c2c(nc3ncnn13)CC(C)CC2 (stereo unspecified)
  A: 108; B: 99; C: 100; D: 102; E: 2; F: 9; G: 99; H: 2
CCOC(=O)c1c(NC(=O)c2ccc(S(=O)(=O)N(C)CC3CCCO3)cc2)sc2c1CCN(C)C2 (stereo unspecified)
  A: 108; B: 73; C: 92; D: 100; E: 6; F: -9; G: x; H: -2
C/C(=N\NC(=O)Cc1ccccc1)c1ccc(Cl)s1
  A: 104; B: 97; C: 98; D: 96; E: 24; F: -3; G: 103; H: 3
COc1cc2cc(CCCOC(=O)CCCC(=O)O)oc(=O)c2cc1OC
  A: 90; B: 99; C: 94; D: 94; E: -1; F: 0; G: 94; H: -3
Cc1ccc(NC(=O)C2CC2C)c(Cl)c1 (stereo unspecified)
  A: 95; B: 89; C: 88; D: 90; E: 3; F: -6; G: 86; H: -5
CNC(=O)CSc1nnc(COc2ccc([N+](=O)[O-])cc2)n1C
  A: 108; B: 107; C: 109; D: 101; E: -1; F: 0; G: 102; H: -9
Cn1c(=O)n(C)c2cc(C(N)=O)ccc21
  A: 107; B: 97; C: 109; D: 100; E: -1; F: 3; G: 100; H: -2
COc1ccc(S(=O)(=O)N(C)C[C@H]2Oc3ccc(NS(=O)(=O)c4c(C)noc4C)cc3C(=O)N([C@H](C)CO)C[C@@H]2C)cc1
  A: 105; B: 104; C: 104; D: 99; E: 1; F: 3; G: 106; H: 9
O=C(CN1CCSCC1)N/N=C/c1ccccc1F
  A: 97; B: 96; C: x; D: 96; E: 1; F: 3; G: 104; H: 4
S=c1[nH]nc(-c2ccc(Br)cc2)n1-c1ccc2c(c1)OCCO2
  A: 99; B: 86; C: 91; D: 90; E: 1; F: -35; G: 91; H: -16

More records:
Short keys: A = MEP2-GFP yeast; B = LAP4-GFP MLPCN; C = AGP1 TOR yeast; D = RPL19A-GFP yeast; E = AHR activator; F = procasp7 counter; G = CIT2 TOR yeast; H = procasp3 activ
COc1cccc(C2N(c3ccccc3)CCN2c2ccccc2)c1OC
  A: 100; B: 110; C: 106; D: 100; E: 4; F: -9; G: 99; H: 11
O=C(CNC(=O)c1ccc(Br)o1)NCc1ccccc1
  A: 95; B: 73; C: 91; D: 102; E: -1; F: 6; G: 109; H: 7
Cc1cc(C)cc(-n2c(C)cc(/C=C3\C(=N)N4N=C(CC(C)C)SC4=NC3=O)c2C)c1
  A: 114; B: 105; C: 104; D: 108; E: -2; F: -10; G: 106; H: -7
CCN(CC)Cc1cc(CCNC(=O)c2ccc(Cl)cc2)ccc1O
  A: 104; B: 110; C: 103; D: 100; E: -2; F: 4; G: 102; H: -3
Cc1nn(C)c(Oc2cccc(Cl)c2)c1C(=O)O
  A: 107; B: 101; C: 103; D: 97; E: 14; F: 9; G: 103; H: 8
Clc1ccc2[nH]c3c(NCCN4CCOCC4)ncnc3c2c1
  A: 103; B: 104; C: 95; D: 102; E: 80*; F: 2; G: 89; H: -2
COc1cccc(NC(=O)COC(=O)c2cc(S(=O)(=O)N3CCOCC3)ccc2C)c1
  A: 93; B: 97; C: 97; D: 97; E: 1; F: 7; G: 93; H: 9
CCOC(=O)N1CCN(C(=O)CN(Cc2ccc(Cl)cc2)S(=O)(=O)c2ccc(C)cc2)CC1
  A: 98; B: 100; C: 103; D: 99; E: -1; F: 5; G: 103; H: 7
O=C(CCC1CCCC1)NCc1cccs1
  A: 81; B: 93; C: 103; D: 95; E: 4; F: 4; G: 93; H: 10
O=C(c1ccncc1)N1CCN(C2CCCCC2)CC1
  A: 98; B: 104; C: 105; D: 100; E: 0; F: 3; G: 93; H: 7
N=c1n(Cc2ccc(Cl)cc2)c2ccccc2n1CC(O)COc1ccccc1 (stereo unspecified)
  A: 90; B: 96; C: x; D: 92; E: 5; F: 10; G: 102; H: -73
CCCCN(CC)CCNC(=O)CCNC(=O)Cn1ccc2ccccc2c1=O
  A: 99; B: 101; C: 99; D: 101; E: 1; F: 9; G: 104; H: 5

Screens (PubChem)
